# CHO-K1 Ca antag: counter-screen for M1 antagonists: effect in parental CHO-K1 cells | AID 602250 | inhibition, % at 3 µM | ATP-induced calcium, Fluo-8 fluorescence | actives 0.6% (n = 360,000);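 active means inhibition above a per-plate cutoff, the plate's mean sample inhibition plus 3 SD, cut at about 24% in these data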;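 further: 0% = DMSO plus EC80 ATP and 100% = DMSO alone without ATP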
# V1R ag counter: counter-screen for oxytocin receptor agonists: human V1a receptor agonists; CHO-V1R cells, Fluo-8 calcium fluorescence, agonist mode; 0% DMSO, 100% 3 nM vasopressin; actives 0.25% (n = 320,000); activation, % at 3 µM;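 active means activation above the mean activation of all tested compounds plus 3 SD, per screening run, cut at about 20% in these data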;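 further: signal is peak over basal fluorescence ratio across a 100 second FLIPR read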
# Target sequence (P37288 whole entry, looked up): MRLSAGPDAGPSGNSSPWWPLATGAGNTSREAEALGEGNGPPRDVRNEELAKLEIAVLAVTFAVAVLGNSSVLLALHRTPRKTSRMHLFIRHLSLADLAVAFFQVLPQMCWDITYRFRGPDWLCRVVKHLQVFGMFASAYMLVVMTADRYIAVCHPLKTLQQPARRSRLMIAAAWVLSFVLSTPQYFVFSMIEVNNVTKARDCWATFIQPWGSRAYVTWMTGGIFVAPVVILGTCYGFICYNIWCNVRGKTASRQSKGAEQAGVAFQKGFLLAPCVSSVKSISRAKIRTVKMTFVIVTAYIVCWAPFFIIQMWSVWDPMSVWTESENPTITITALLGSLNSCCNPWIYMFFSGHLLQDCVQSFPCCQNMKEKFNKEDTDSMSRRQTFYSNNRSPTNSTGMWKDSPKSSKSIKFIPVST
# CHO parental Ca: signal in parental CHO cells, OX1R antagonist counter-screen | inhibition, % at 5.6 µM | parental CHO-K1, ATP-induced calcium, Fluo-8 fluorescence | AID 463079 | actives 0.63% (n = 330,000);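 active means inhibition above that plate's mean sample inhibition plus 3 SD, cut at about 26% in these data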;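 further: 0% = ATP-challenged DMSO wells and 100% = DMSO wells without ATP; some compounds past the cut are filed as inactive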
#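 Assay system – parental CHO cells · Reagent – ATP stimulus · Detection – intracellular calcium via Fluo-8 no-wash fluorescent dye · Evaluation – percent inhibition of ATP-evoked calcium rise, normalized to controls · Controls – ATP wells versus no-ATP DMSO wells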
# OXTR agonist: activates the human oxytocin receptor | P30559 | CHO-OTR cells, Fluo-8 calcium fluorescence; normalized: DMSO 0%, oxytocin 100% | activation, % at 3 µM | actives 0.32% (n = 320,000) | AID 2435;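 active means activation above the mean of all tested compounds plus 3 SD, cutoff set per screening run, cut at about 20% in these data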;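 further: peak over basal fluorescence ratio from a 100 s FLIPR kinetic read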
# Target sequence (P30559 whole entry, looked up): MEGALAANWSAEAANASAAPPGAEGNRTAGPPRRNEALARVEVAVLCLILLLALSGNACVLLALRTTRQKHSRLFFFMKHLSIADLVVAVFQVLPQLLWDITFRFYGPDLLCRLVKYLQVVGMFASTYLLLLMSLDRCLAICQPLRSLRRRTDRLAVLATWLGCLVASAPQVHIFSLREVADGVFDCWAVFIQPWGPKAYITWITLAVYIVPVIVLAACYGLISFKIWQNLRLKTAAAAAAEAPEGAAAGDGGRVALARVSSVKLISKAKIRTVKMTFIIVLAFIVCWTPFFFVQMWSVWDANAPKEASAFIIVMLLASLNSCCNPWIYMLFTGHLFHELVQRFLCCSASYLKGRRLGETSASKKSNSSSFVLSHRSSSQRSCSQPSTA
# OXTR potentiate: potentiators of human oxytocin receptor. P30559. CHO-OTR cells, Fluo-8 calcium fluorescence, potentiator mode; 0% = oxytocin EC15, 100% = EC100. activation, % at 3 µM. actives 0.061% (n = 320,000). AID 2445;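 active means activation above that plate's cutoff, the mean activation of tested compounds plus 3 SD, cut at about 6.6% in these data, passing the limit was not always enough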;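 further: 100% uses oxytocin at 75 nM as the full agonist control; some results filed as inactive read as strong as hits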
#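 Material: human OTR in CHO cells. Compound: 3.0 µM, one dose. Timing: compound 6 min at room temperature before oxytocin, 100 s read. Evaluation: % activation of max/min ratio relative to oxytocin controls. Replication: single well per compound, singlicate. Signal: Fluo-8 calcium dye fluorescence.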
# TAAR1 antagonist: human TAAR1 antagonism. Q96RJ0. CHO RD-HGA16 TAAR1, Fluo-8 calcium fluorescence, antagonist. actives 1.5% (n = 360,000). inhibition, % at 3 µM;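 active means inhibition above a per-plate cutoff, the mean inhibition of test compounds on that plate plus 3 SD, cut at about 49% in these data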;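 further: 0% = DMSO plus EC80 beta-PEA response and 100% = DMSO alone without agonist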
#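 Material: CHO RD-HGA16 cells bearing hTAAR1; compound dosing: one-point dosing, 3 µM nominal final; schedule: dye loading 75 min at 37 °C, then 30 min room temperature; measured by: calcium fluorescence with Fluo-8; control set: vehicle and agonist controls; replication: n of 1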
# M1 PAM parental: counter-screen for M1 PAMs: effect in parental CHO-K1 cells. ATP EC20, Fluo-8 calcium fluorescence; 0% at ATP EC20, 100% at ATP max. activation, % at 3 µM. actives 0.02% (n = 360,000);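 active means activation above the run cutoff, the mean activation of all test compounds plus 3 SD, cut at about 40% in these data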;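 further: peak over basal fluorescence ratio in a 140 s read after ATP addition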
# GPR7 antagonist: human neuropeptides B/W receptor 1 antagonism; GPR7-expressing cells, fluorescence antagonist assay; inhibition, % at 4.4 µM; actives 1.1% (n = 290,000); in the data active means inhibition above about 16%, passing the limit was not always enough;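 further: cells stimulated with the agonist NPW; 0% = agonist with vehicle and 100% = vehicle without agonist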
# M1 ag parental: M1 agonist counterscreen hit in parental CHO-K1 cells; Fluo-8 calcium fluorescence; scaled to maximal ATP response, vehicle zero; activation, % at 3 µM; actives 0.48% (n = 360,000); AID 602248; in the data active means activation above about 15%;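 further: untransfected CHO-K1 host cells lacking M1 receptor as counterscreen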
# An asterisk follows results filed as active; x = not tested or not shown.
1: COc1ccc2[nH]c(=O)c(CN(C)C(=O)COc3ccccc3)cc2c1
2: Nc1cc[n+](CC(=O)Nc2ccccc2)cc1
3: O=C(Nc1ccc(F)cc1)C(Sc1nnc2ccccn12)c1ccccc1 (stereo not drawn)
4: CC(C)(C)NC(=O)c1ccncc1
5: NS(=O)(=O)c1ccc(CNC(=S)NC2CCCC2)cc1
6: CC(C)CCNC(=O)c1ccc2c(c1)N(C)C(=O)c1ccccc1S2

screen / no.	1	2	3	4	5	6
CHO-K1 Ca antag	7	-1	-3	1	-13	-18
V1R ag counter	-0.3	0.2	0.1	0.1	-0.6	2.3
CHO parental Ca	-2	-6	-2	-12	8	-18
OXTR agonist	-0.4	0.0	-1.3	1.0	0.0	-1.0
OXTR potentiate	-15	-11	-4	-3	-9	-4
TAAR1 antagonist	-15	-19	-12	-6	3	7
M1 PAM parental	9	9	20	-4	16	1
GPR7 antagonist	-3	-4	-10	2	-9	10
M1 ag parental	0.3	-0.2	2.1	0.3	0.6	2.1

7: Cc1ccc(S(=O)(=O)Cn2nnnc2C(C)N2CCN(C(=O)c3ccco3)CC2)cc1 (stereo not drawn)
8: C=Cc1cccc(NC(=O)COc2ccccc2)c1
9: Fc1ccccc1Cn1nnc2c(NCc3ccccn3)ncnc21
10: COc1ccc(O)c(CNn2c(-c3ccc(Br)cc3)nc3ccccc3c2=O)c1
11: O=C(O)CCC(=O)NNC(=O)CCC(=O)NCc1ccccc1
12: c1ccc(CNc2ncnc3nc[nH]c23)cc1

screen / no.	7	8	9	10	11	12
CHO-K1 Ca antag	9	-2	-8	2	-3	7
V1R ag counter	0.2	-1.0	-0.6	-0.1	-0.2	1.8
CHO parental Ca	-13	-16	-9	-20	7	-1
OXTR agonist	0.5	-2.6	1.0	-1.7	-0.2	0.5
OXTR potentiate	-6	1	3	-8	-13	-6
TAAR1 antagonist	0	19	-23	43	-14	-23
M1 PAM parental	-11	-1	4	9	4	10
GPR7 antagonist	0	2	-5	-7	-18	-1
M1 ag parental	2.2	-0.1	0.4	1.7	-0.1	-0.6

13: CC(=O)Nc1cccc(C(=O)OCC(=O)NC(=O)c2ccccc2)c1
14: Cc1ccc(C)c(NC(=O)CN(C)C(=O)c2ccncc2)c1
15: COc1ccc(CCNC(=O)c2cc(-c3ccco3)on2)cc1OC
16: CCOCCCNC(=O)Cn1ncc2c(=O)oc3ccccc3c21
17: Cn1cccc1C(=O)Nc1nccs1
18: CC(C)C[C@H](NC(=O)Nc1cccc(Br)c1)C(=O)O

screen / no.	13	14	15	16	17	18
CHO-K1 Ca antag	-5	-2	2	-1	-2	7
V1R ag counter	2.1	-0.5	4.2	0.9	-0.4	1.0
CHO parental Ca	-6	11	1	6	-3	-11
OXTR agonist	1.5	0.1	-0.8	-0.3	-0.2	-0.3
OXTR potentiate	-2	3	0	-5	-9	-1
TAAR1 antagonist	-14	-18	-4	-3	12	9
M1 PAM parental	15	5	-10	12	12	-7
GPR7 antagonist	x	-12	-11	-10	4	-2
M1 ag parental	1.4	1.2	1.4	2.1	0.0	-0.2

19: COc1ccc(/C=N/NC(=S)Nc2ccccc2)cc1
20: CC(=O)Nc1ccc(S(=O)(=O)n2cnc3cc(C)c(C)cc32)cc1
21: Cc1cc(Cl)ccc1OCCCC(N)=O
22: O=C(NCc1cccs1)c1cc(-c2cccc(Cl)c2)on1
23: COC(=O)CSc1nnc(-c2ccco2)n1Cc1ccco1
24: CCN1C[C@@H]2[C@@H]3C(=O)N(C)C(=O)[C@@H]3[C@](Cc3ccccc3)(C(=O)OC)N2C1=NCc1ccccc1

screen / no.	19	20	21	22	23	24
CHO-K1 Ca antag	11	17	-8	-5	-4	-11
V1R ag counter	-0.6	0.3	0.5	0.1	0.3	x
CHO parental Ca	-11	0	4	0	-11	x
OXTR agonist	-1.9	0.0	-0.3	0.1	1.3	x
OXTR potentiate	-7	-6	-19	-2	-9	x
TAAR1 antagonist	2	-9	-22	13	8	-30
M1 PAM parental	4	-3	16	28	0	30
GPR7 antagonist	23	0	-10	-1	20	x
M1 ag parental	-0.2	-0.4	0.1	0.3	-0.3	1.0

25: CCOC(=O)C1(Cc2cccc(OC)c2)CCCN(S(=O)(=O)c2cccnc2)C1 (stereo not drawn)
26: CCCOc1cccc(C(=O)N(Cc2cccs2)C2CCS(=O)(=O)C2)c1 (stereo not drawn)
27: Cc1ccc(S(=O)(=O)NC2(C(F)(F)F)NC(=O)N(C)C2=O)cc1 (stereo not drawn)
28: NC(=O)c1ccc(-c2noc(-c3ccccc3F)n2)cc1
29: O=C(CNc1cccc(Cl)c1)c1ccc(Cl)cc1
30: CCCC[C@@H]1C[C@H]1[C@@H](NC(=O)c1cccs1)c1ccc(C(F)(F)F)cc1

screen / no.	25	26	27	28	29	30
CHO-K1 Ca antag	-12	-12	1	-7	-15	x
V1R ag counter	-0.6	-0.3	0.6	0.6	0.1	0.1
CHO parental Ca	-18	-24	-9	-2	-2	7
OXTR agonist	-1.6	-1.9	0.5	2.5	-0.1	2.8
OXTR potentiate	-20	-13	-4	-1	1	-6
TAAR1 antagonist	24	-1	15	0	10	x
M1 PAM parental	9	30	-10	5	26	x
GPR7 antagonist	-4	-9	-10	x	2	x
M1 ag parental	0.5	0.8	-0.1	0.8	0.4	x

31: Cc1ccc(C(C)(C)C)c(OCCN2CCCC2)c1
32: CCC1=C(OC(=O)N(CC)CC)N2C(=O)OC(=NCC3CC3)[C@]2(C)[C@H]2C1=CC[C@H]1C(=O)N(C)C(=O)[C@H]12
33: CCOC(=O)c1[nH]c2ccccc2c1NC(=O)c1ccc2c(c1)OCO2
34: CCOc1ccc(CNc2ccc3c(c2)ncn3C)cc1
35: Cc1ccc(Sc2ccncc2S(N)(=O)=O)cc1
36: CC(Cl)C(=O)Nc1cc(C(C)(C)C)nn1-c1ccccc1 (stereo not drawn)

screen / no.	31	32	33	34	35	36
CHO-K1 Ca antag	-1	-4	-3	-2	10	-9
V1R ag counter	3.4	0.8	0.0	1.9	1.3	0.2
CHO parental Ca	-18	-6	-1	-10	-3	1
OXTR agonist	2.5	2.2	-0.9	6.2	0.0	-1.4
OXTR potentiate	2	-2	-8	-3	-6	-9
TAAR1 antagonist	1	12	17	7	-11	-8
M1 PAM parental	16	-1	13	11	-3	-2
GPR7 antagonist	-4	x	-15	-10	-6	-4
M1 ag parental	1.2	0.0	1.3	0.5	0.3	0.8

37: O=C(COC(=O)COc1ccccc1)NC1CCCc2ccccc21 (stereo not drawn)
38: Cc1ccc(O)c(Nc2nc(-c3ccccc3)nc3ccccc23)c1
39: O=C(CS(=O)(=O)c1c[nH]c2ccccc12)NC1CCCCC1
40: CN(C)CCO/N=C(\c1ccc(Br)cc1)c1cccnc1
41: Cc1csc(=O)n1CC(=O)Nc1ccc(C(C)C)cc1
42: Cc1cccc(CSC2=NCCN2S(=O)(=O)c2ccc(F)cc2)c1

screen / no.	37	38	39	40	41	42
CHO-K1 Ca antag	-5	20	8	3	0	11
V1R ag counter	0.8	1.1	-0.7	0.8	x	2.1
CHO parental Ca	-4	-11	-4	-17	x	-5
OXTR agonist	-1.6	-0.1	-0.2	0.8	x	0.7
OXTR potentiate	-7	-2	0	-4	x	-15
TAAR1 antagonist	-11	29	3	-19	-26	-14
M1 PAM parental	21	-18	-8	0	-20	-25
GPR7 antagonist	-6	-15	-2	x	x	-15
M1 ag parental	0.2	0.1	0.0	12	-0.2	-0.6

43: Nc1ncnc2c1ncn2C1OC(CO)C2OC21 (stereo not drawn)
44: Cc1ccc(NC(=O)COC(=O)Cc2c(F)cccc2Cl)cc1S(=O)(=O)N1CCOCC1
45: CC(C)c1ccc(NC(=O)CCNS(=O)(=O)c2ccc3[nH]c(=O)oc3c2)cc1
46: Cc1nnc(Nc2ccc(F)cc2)c2ccccc12
47: N#CCc1nc2ccc(S(=O)(=O)N3CCOCC3)cc2s1
48: C=CCNC(=O)c1onc(CSc2cc(C)cc(C)c2)c1C(=O)NCC=C

screen / no.	43	44	45	46	47	48
CHO-K1 Ca antag	-11	4	-11	-4	0	-20
V1R ag counter	x	5.4	0.4	-0.3	18	1.4
CHO parental Ca	x	-19	-12	-16	35*	-13
OXTR agonist	x	3.1	-1.2	-2.2	15	-0.7
OXTR potentiate	x	-14	-3	-3	-10	-9
TAAR1 antagonist	-27	-16	-13	4	-1	46
M1 PAM parental	16	-19	17	10	-11	17
GPR7 antagonist	x	x	-5	-20	5	x
M1 ag parental	1.2	1.9	1.2	0.1	3.6	-0.5

# Three compounds picked at random from the list so far, as already listed:
48: C=CCNC(=O)c1onc(CSc2cc(C)cc(C)c2)c1C(=O)NCC=C
47: N#CCc1nc2ccc(S(=O)(=O)N3CCOCC3)cc2s1
43: Nc1ncnc2c1ncn2C1OC(CO)C2OC21 (stereo not drawn)

screen / no.	48	47	43
CHO-K1 Ca antag	-20	0	-11
V1R ag counter	1.4	18	x
CHO parental Ca	-13	35*	x
OXTR agonist	-0.7	15	x
OXTR potentiate	-9	-10	x
TAAR1 antagonist	46	-1	-27
M1 PAM parental	17	-11	16
GPR7 antagonist	x	5	x
M1 ag parental	-0.5	3.6	1.2

# Carrying on:
49: CCN1CCN(C(=O)C2(NC(=O)Nc3cccc(F)c3)CCCCC2)CC1
50: CCOC(=O)C1CCN(C(=O)COc2cc(C)c(Br)c(C)c2)CC1
51: O=C1c2cccc3cccc(c23)C(=O)N1Cc1ccccc1
52: CCCc1cc(=O)[nH]c(SCc2cc(C(=O)OC)c(C)o2)n1
53: COc1cccc(COC(=O)CCNC(=O)c2ccc(Br)cc2)c1OC
54: O=C(NCCCN1CCCC1)Nc1ccccc1[N+](=O)[O-]

screen / no.	49	50	51	52	53	54
CHO-K1 Ca antag	-7	4	-28	-5	-14	-2
V1R ag counter	0.9	2.5	-0.8	2.8	-1.8	0.2
CHO parental Ca	-15	-24	-1	-12	-7	-13
OXTR agonist	1.0	0.2	-0.6	0.1	-2.3	-0.1
OXTR potentiate	-5	-14	-6	-11	-14	-15
TAAR1 antagonist	-2	5	10	-14	-18	0
M1 PAM parental	12	5	33	15	4	12
GPR7 antagonist	-5	-2	3	-2	x	2
M1 ag parental	0.2	1.7	0.8	0.5	0.8	-0.2

55: COc1ccc(C)cc1NC(=O)CN1CCN(C/C=C/c2ccccc2)CC1
56: C[C@H]1CN([C@@H](C)CO)C(=O)CCCn2nncc2CO[C@H]1CN(C)S(=O)(=O)c1cccc(F)c1
57: O=C(Nc1cnns1)Oc1ccccc1
58: Nc1nc(Nc2ccc(Cl)cc2)nc(NCCO)c1[N+](=O)[O-]
59: CC1CCN(Cc2c(C(=O)N/N=C/c3cc(Br)ccc3O)nnn2-c2nonc2N)CC1

screen / no.	55	56	57	58	59
CHO-K1 Ca antag	1	-12	3	-7	-17
V1R ag counter	-0.8	x	x	-1.4	0.1
CHO parental Ca	-24	x	x	-16	-10
OXTR agonist	-1.6	x	x	-2.6	0.9
OXTR potentiate	-7	x	x	6	6
TAAR1 antagonist	2	-13	-7	-11	-13
M1 PAM parental	16	22	-9	15	17
GPR7 antagonist	-12	x	x	-23	7
M1 ag parental	0.0	0.7	0.1	0.3	0.9
